# Kir21 inh = inhibitors of mouse Kir2.1 inward-rectifier potassium channel; Inward rectifier potassium channel 2 (Mus musculus), P35561; HEK293-Kir2.1, FluxOR thallium flux fluorescence; hits give low values; B-score at 10 µM; 0.85% of 310,000 active;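 active = fluorescence ratio B-score at or below minus 3 SD of library scores, with starting-brightness B-score within 2 SD, cut at about -4.2 in these data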;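 also: channel flux triggered by added potassium and thallium sulfate stimulus; B-score of peak minus minimum fluorescence over baseline after thallium stimulus; more negative B-score means stronger Kir2.1 block with less thallium influx; some compounds called inactive have numbers as strong as hits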
# Target sequence (P35561 whole entry, looked up): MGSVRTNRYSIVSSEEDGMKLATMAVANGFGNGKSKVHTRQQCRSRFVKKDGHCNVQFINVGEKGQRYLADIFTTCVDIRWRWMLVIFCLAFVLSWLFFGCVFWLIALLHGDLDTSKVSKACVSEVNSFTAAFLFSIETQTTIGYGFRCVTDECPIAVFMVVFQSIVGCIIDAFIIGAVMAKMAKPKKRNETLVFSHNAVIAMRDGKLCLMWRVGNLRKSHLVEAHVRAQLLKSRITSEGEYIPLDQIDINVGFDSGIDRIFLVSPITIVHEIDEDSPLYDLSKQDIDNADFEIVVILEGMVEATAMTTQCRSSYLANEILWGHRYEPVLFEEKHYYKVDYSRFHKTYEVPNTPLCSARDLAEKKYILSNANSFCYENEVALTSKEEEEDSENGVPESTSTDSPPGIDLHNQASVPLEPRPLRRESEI
# STK33 kinase inh = inhibitors of purified STK33 kinase, primary screen, biochemical, ADP-Glo luminescence, homogeneous, cell-free | MBP phosphorylation | inhibition, % at 10 µM | 0.073% of 320,000 active | AID 2661, 2010;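 active = inhibition at or above 25%, using the most active replicate where run in duplicate; inactive = inhibition below 25%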
# Target sequence (Q9BYT3 whole entry, looked up): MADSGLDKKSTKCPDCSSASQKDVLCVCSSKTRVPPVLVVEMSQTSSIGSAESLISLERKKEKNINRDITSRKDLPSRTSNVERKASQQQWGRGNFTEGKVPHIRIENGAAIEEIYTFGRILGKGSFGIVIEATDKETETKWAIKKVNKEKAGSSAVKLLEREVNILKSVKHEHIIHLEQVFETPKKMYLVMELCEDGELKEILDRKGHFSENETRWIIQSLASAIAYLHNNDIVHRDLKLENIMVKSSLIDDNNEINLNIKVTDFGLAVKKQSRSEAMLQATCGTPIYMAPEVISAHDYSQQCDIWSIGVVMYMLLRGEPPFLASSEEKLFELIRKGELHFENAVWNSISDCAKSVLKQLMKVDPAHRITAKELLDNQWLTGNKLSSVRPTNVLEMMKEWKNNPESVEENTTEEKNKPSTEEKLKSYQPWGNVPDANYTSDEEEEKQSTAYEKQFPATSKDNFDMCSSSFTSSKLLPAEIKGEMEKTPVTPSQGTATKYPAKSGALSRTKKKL
# The depositor's hits bear a star; / = not tested or not shown. This is a random part of the collection. Share with any hit: about 0.84%.
SMILES,Kir21 inh,STK33 kinase inh
CCOC(=O)CCCNC(=O)CN1C(=O)NC(CCc2ccccc2)C1=O (stereo not given),-2.3,-1.3
COc1ccc(C(=O)/C(C#N)=N/Nc2ccc([N+](=O)[O-])cc2)cc1,4.34,2.6
CNc1cnn(-c2ccccc2)c(=O)c1Cl,-0.55,0.3
Cc1ccc(NC(=O)CN(C)C(=O)COc2cccc3cccnc23)cc1,-1.35,-2.5
C=CCOc1cccc(/C=C/c2nc3ccccc3c(=O)[nH]2)c1,2.3,-1.1
COC(=O)c1ccccc1S(=O)(=O)NNC(=O)c1nn(C)c(=O)c2ccccc12,/,-0.9
NC(=O)c1ccsc1NC(=O)CSc1ccccc1F,0.44,-5.2
Nc1nc(SCC(=O)Nc2cc(C(F)(F)F)ccc2Cl)[nH]c(=O)c1NC(=O)c1ccco1,-0.65,-0.6
NC(=O)COC(=O)c1ccccc1SCC(=O)NC1CCCCCCC1,0.24,-0.5
CCN(CC)CCCNC(=O)c1cn(C)c2ccc(S(=O)(=O)N(C)C)cc2c1=O,1,-1.1
CCN(CC)C(=O)CNc1ccc(C(F)(F)F)cc1[N+](=O)[O-],-0.12,-1.8
O=C(Nc1cccc(S(=O)(=O)NC2=NCCCCC2)c1)c1cc(-c2ccccc2)nc2ccccc12,-0.19,-0.2
CC(C)[C@H](NS(=O)(=O)c1cccc(Cl)c1)C(=O)OCC(=O)NC(=O)CN1CCCC1=O,/,1.2
Cc1cc2nc(CCN(Cc3cccnc3)C(=S)Nc3ccc(F)cc3)[nH]c2cc1C,1.05,0.4
CCCN1CCN(S(=O)(=O)c2ccc3c(c2)CC(C)N3C(=O)C2CC2)CC1 (stereo not given),-0.5,-2.1
COc1cc(OC)cc(C(=O)N[C@H](C(=O)OCC(=O)Nc2ccc(OC)c(OC)c2)C(C)C)c1,0.42,-0.5
CC(C)c1ccc(NC(=O)CN(Cc2ccccc2)S(C)(=O)=O)cc1,1.55,0.3
CCn1c(COc2ccc(=O)n(-c3ccccc3)n2)nnc1SCc1ccc(OC)cc1,-0.37,-2.0
Cc1ccc(S(=O)(=O)N2CCOCC2)cc1NC(=O)COC(=O)c1cc(=O)c2ccccc2o1,2.18,-0.4
Cc1ccc(C(=O)Nc2ccccc2C(=O)N2CCCCC2C)cc1 (stereo not given),-0.54,-1.0
C=CCn1c(SCc2nc3ccccc3c(=O)[nH]2)nnc1-c1cc2cc(Cl)ccc2o1,-0.67,-0.1
CC(C)N(C(=O)COC(=O)c1cccnc1Cl)c1ccccc1,/,-3.3
Cc1cccc(Cc2nnc(CCC(=O)N(C)CCc3ccccc3)o2)c1,-0.2,-0.8
CCCCn1c(N)c(N(CCOC)C(=O)CSCC(=O)Nc2cccc(C)c2)c(=O)[nH]c1=O,0.01,-0.5
CN(CC(=O)Nc1cccc(F)c1)C(=O)COc1ccc2c(c1)CCC2,/,-0.9

# Further structures.
SMILES,Kir21 inh,STK33 kinase inh
O=C(Oc1ccc2ccc(=O)oc2c1)c1ccco1,-1.95,-2.2
CCC1CCCCN1C(=O)C(=O)c1cn(CC(=O)N(CC)CC)c2ccccc12 (stereo not given),-1.45,-2.6
CC(=O)Nc1cccc(NC(=O)CSc2nc(=O)n3cccc(C)c3n2)c1,-0.85,-0.7
Cc1ccc(Cn2c(CN3CCOCC3)nc3c2c(=O)n(C)c(=O)n3C)cc1,-0.43,1.5
COc1cc(OC)cc(C(=O)Nc2nnc(SCC(=O)NCc3ccco3)s2)c1,0.87,0.3
Cc1c(/C=N\NC(=O)c2cc3ccccc3o2)c2ccccc2n1C,1.53,-0.8
Cc1ccc(S(=O)(=O)N2CCN(C(C)C)CC2)cc1,0.36,-1.0
COc1ccc(N2C(=O)c3ccccc3S2(=O)=O)cc1,-1.25,0.8
CCCC1(CCC)NC(=O)N(CC(=O)Nc2ccc(Cl)c(S(=O)(=O)N3CCOCC3)c2)C1=O,/,-1.3
COc1ccc(CNC(=O)c2cnc(C)cn2)c(OC)c1,0.32,-4.6
S=C(Nc1ccccc1Oc1ccccc1)Nc1cccc(Cl)c1Cl,-4.27,-0.6
COc1ccc(C(=O)NC2CCCCCC2)cc1S(=O)(=O)N1CCCc2ccccc21,-0.66,-0.2
CN1CCN(Cc2nc3c([nH]2)c(=O)[nH]c(=O)n3C)CC1,0.23,-3.4
O=C(NCc1cccs1)C1CC(=O)N(c2ccc(F)cc2)C1 (stereo not given),0.12,-2.9
CN(Cc1ncc[nH]1)C(=O)CC1C(=O)NCCN1Cc1c(F)cccc1Cl (stereo not given),1.3,-1.4
C/C(=N\NC(=O)Cc1ccc(Cl)cc1)c1cccc(NC(=O)c2cccnc2)c1,0.36,-2.6
CCOc1ccc(NC(=O)c2ccccc2SC)cc1,-0.24,-0.2
O=C(c1ccccn1)N1CCN(C(=O)c2ccccn2)CC1,0.16,1.4
Cc1ccccc1SCC(=O)N1CCN(c2ccc(C(F)(F)F)cn2)CC1,-0.93,2.0
C=CCc1cc(Cl)ccc1OCCOCCNC(C)CC (stereo not given),-7.04*,-0.8
CC1CC(C)(C)CC2(C1)NC(=O)N(CC(=O)NC1CCCc3ccccc31)C2=O (stereo not given),-1.33,-3.8
COc1ccc(S(=O)(=O)N2CCC(C(=O)N3CCCCC3)CC2)cc1,0,0.6
Nc1c(N(CCO)C(=O)C2CCCC2)c(=O)[nH]c(=O)n1Cc1ccccc1,/,-0.7
O=C(NNc1ccccn1)c1ccccc1CC[N+](=O)[O-],0.24,-0.5
Nc1ncnc2c1nc(Sc1ccc(Cl)cc1)n2[C@@H]1O[C@@H]2COP(=O)(O)O[C@H]2[C@H]1O,0.67,-1.3

# (continued)
SMILES,Kir21 inh,STK33 kinase inh
Cc1ccc(C(=O)O/N=C2\CC3CCC2(C)C3(C)C)cc1 (stereo not given),-1.65,0.0
C=CCn1c(SCc2nc3c(c(=O)[nH]c(=O)n3CCCC)n2CCC)nnc1-c1ccccc1,0.29,-0.1
Oc1cccc(/C=N/N2CCN(c3ccccn3)CC2)c1,0.61,0.7
CC(=O)c1cn(-c2ccc(Cl)cc2)c(=O)[nH]c1=O,0.75,0.5
CCOC(=O)CC1OC(=O)c2cc3c(cc21)C(=O)OC3CC(=O)OCC (stereo not given),0.85,-1.5
CC1(C)CC(=O)C(C=NCCN2CCN(C(=O)C34CC5CC(CC(C5)C3)C4)CC2)=C(O)C1,0.16,-0.1
CCOc1ccc(-c2ccc(SCC(=O)NC3CCCCC3)nn2)cc1,-0.14,-0.3
Cc1cc(Cl)ccc1C(=O)C1CCCN(C(=O)c2n[nH]c3c2CCCC3)C1 (stereo not given),-3.22,-0.3
Cc1ccc(S(=O)(=O)Nc2nc(C)c(NC(=O)OCCCl)s2)cc1,-0.28,0.0
O=C(Cc1cccs1)Nc1nncs1,-0.33,0.5
Cc1ccc(CS(=O)Cc2ccc(C(=O)NC3CCCCCC3)o2)cc1 (stereo not given),0.38,-1.7
O=[N+]([O-])c1ccc(-c2ccc(S(=O)(=O)NCCN3CCCC3)cc2)cc1,1.37,0.6
O=C(Nc1nnc(C2CC2)s1)c1ccncc1,1.35,0.2
COc1ccc(C2(c3ccc(OC)cc3)NC(=O)N(CC(=O)N3CCOCC3)C2=O)cc1,/,-0.8
Cc1ccc(S(=O)(=O)N(CC(=O)NCc2ccco2)Cc2ccccc2F)cc1,0.07,/
Brc1ccc2ncc(Br)cc2c1,-1.03,-1.7
CCOc1ccc(N(C(=O)c2snc(C(N)=O)c2N)C(C(=O)NCC2CCCO2)c2c[nH]c3ccccc23)cc1 (stereo not given),0.49,-2.2
COc1ccc(-c2csc3nc[nH]c(=O)c23)cc1OC,-0.48,1.0
CC(C)(C)NC(=O)NC(=O)CSc1nnc2ccccn12,-1.07,0.6
Cc1ccc(OCC(=O)NC(=S)Nc2cccc(C)n2)cc1,-0.52,-0.5
O=C(O)C1C2C=CC(C2)C1C(=O)NCc1ccccc1 (stereo not given),-0.26,-0.8
CCOC(=O)Cc1csc(NC(=O)COc2ccc(N(C)S(=O)(=O)c3cccs3)cc2)n1,1.06,-0.2
O=S(=O)(c1ccccc1)N1CCN(Cc2cccc(Cl)c2)CC1,/,-2.0
CNc1oc(Cc2ccccc2)nc1S(=O)(=O)c1ccc(Cl)cc1,0.16,-1.1
COc1ccc(OC)c(NC(=O)CC2(CC(=O)O)CCCC2)c1,-0.2,2.6

# Molecules above that have a nitro group on carbon:
SMILES,Kir21 inh,STK33 kinase inh
COc1ccc(C(=O)/C(C#N)=N/Nc2ccc([N+](=O)[O-])cc2)cc1,4.34,2.6
CCN(CC)C(=O)CNc1ccc(C(F)(F)F)cc1[N+](=O)[O-],-0.12,-1.8
O=C(NNc1ccccn1)c1ccccc1CC[N+](=O)[O-],0.24,-0.5
O=[N+]([O-])c1ccc(-c2ccc(S(=O)(=O)NCCN3CCCC3)cc2)cc1,1.37,0.6

# Continued:
SMILES,Kir21 inh,STK33 kinase inh
COC(=O)CCCC(=O)N1CCCC(C(=O)c2ccc(-c3ccccc3)cc2)C1 (stereo not given),0.09,-2.2
CCCC(=O)NNc1c2ccccc2nc2ccccc12,2.07,0.3
Cn1cnc(S(=O)(=O)N2CCN(c3cccc(C(F)(F)F)c3)CC2)c1,1.28,-0.4
Cc1ccccc1N1CCN(C2=NC(=O)/C(=C\c3cccs3)S2)CC1,0.07,0.6
CCOC(=O)N1CCN(S(=O)(=O)c2ccc(C(=O)N(CCCN(C)C)c3nc4c(C)c(C)ccc4s3)cc2)CC1,-0.5,-0.2
O=C(Cn1c2[n+](c3ccc(C(F)(F)F)cc31)CCCCC2)c1cccc([N+](=O)[O-])c1,-0.84,-0.8
N#Cc1nc(-c2cccs2)oc1NCc1ccco1,-0.9,0.3
N#Cc1c(NC(=O)CSc2ccccn2)oc(-c2ccccc2)c1-c1ccccc1,0.25,/
Cc1ccc(Nc2c([N+](=O)[O-])ccc3nonc23)c(C)c1,0.73,-0.7
O=C1CCc2ccc(NC(=O)C3CC3)cc2N1,-1.36,0.5
CCOCCCNS(=O)(=O)Cc1ccccc1,1.57,0.0
Cc1nn(C)c(C)c1/C=N/NC(=O)CCn1cc([N+](=O)[O-])cn1,1.58,-1.1
C=CCn1c(SCCN2CCCCC2)nc2c1c(=O)[nH]c(=O)n2C,0.92,-0.2
Cc1cc(C)n(C(=O)N(c2ccccc2)c2ccccc2)n1,-0.14,0.3
N#C/C(=C\c1cc(Cl)ccc1O)C(=O)NC1CCCCC1,-0.73,3.1
Cc1ccc(N2CC(C(=O)Nc3nnc(SCCC4OCCO4)s3)CC2=O)cc1C (stereo not given),-0.01,-1.3
O=C(NNC(=O)c1cc(Cl)ccc1[N+](=O)[O-])c1csc(N2CCOCC2)n1,0.46,0.2
O=C(NCCN1CCOCC1)c1ccc2c(c1)N(Cc1ccc(F)cc1)C(=O)CS2,1.18,-2.0
Cc1c(Cl)c([N+](=O)[O-])nn1CCCC(=O)NCCc1ccccc1,0.51,1.7
O=C(NCc1ccccc1)C(C(=O)c1ccc(F)cc1)n1ccccc1=O (stereo not given),0.3,-2.3
C/C(CC(=O)Nc1cccc(C(F)(F)F)c1)=N\NC(=O)C1CCCCC1,-1.42,-2.3
CC1Cc2cc(/C(O)=C3/C(=O)C(=O)N(Cc4ccncc4)C3c3ccc(N(C)C)cc3)ccc2O1 (stereo not given),0.62,-2.6
CCN(CC)c1ccc(C(=O)NNC(=O)c2ccc3c(=O)n4c(nc3c2)CCC4)cc1,/,-1.8
O=C(Nc1nc2ccccc2[nH]1)c1cccc([N+](=O)[O-])c1,1.18,0.9
COc1ccc(N2CCN(C(=O)CCS(=O)(=O)c3ccc4c(c3)NC(=O)CO4)CC2)cc1,-0.02,-1.3

# Fetched by compound from the entries so far:
SMILES,Kir21 inh,STK33 kinase inh
C=CCn1c(SCCN2CCCCC2)nc2c1c(=O)[nH]c(=O)n2C,0.92,-0.2
COC(=O)CCCC(=O)N1CCCC(C(=O)c2ccc(-c3ccccc3)cc2)C1 (stereo not given),0.09,-2.2
CCN(CC)c1ccc(C(=O)NNC(=O)c2ccc3c(=O)n4c(nc3c2)CCC4)cc1,/,-1.8
O=C(Nc1nc2ccccc2[nH]1)c1cccc([N+](=O)[O-])c1,1.18,0.9
O=C(NCCN1CCOCC1)c1ccc2c(c1)N(Cc1ccc(F)cc1)C(=O)CS2,1.18,-2.0

# New compounds follow:
SMILES,Kir21 inh,STK33 kinase inh
CCOc1ccc(NC(C)C(=O)N/N=C/c2ccc([N+](=O)[O-])cc2)cc1 (stereo not given),0.23,-1.2
CC(C)Cc1c2c([nH]c(=S)c1C#N)CCCC2,-0.85,-2.2
COc1ccc(-c2nc3ccccc3o2)cc1NC(=O)CSc1ccc(Cl)cc1,0.05,-2.0
COc1cc(/C=C(\C#N)C(=O)N2CCOCC2)ccc1OCc1ccccc1,1.92,-0.6
COc1cc(NC(=O)c2ccc([N+](=O)[O-])o2)ccc1NC(=O)c1cccs1,-1.76,-0.5
OCc1cccc[n+]1CCc1ccccc1,0.27,-0.1
CC(C)(C)OC(=O)N1CCC(NC(=O)c2nc[nH]c2C(=O)N2CCN(C(=O)OC(C)(C)C)CC2)CC1,/,-0.1
CCOC(=O)C(Cc1c[nH]c2ccccc12)NC(=O)c1ccccc1Br (stereo not given),0.2,-1.0
C=C(C)C(=O)Nc1cccc(C2=NOC3(C2)C[C@@H](C(N)=O)N(C(=O)CCCCC)C3)c1 (stereo not given in full),-0.14,-1.9
COc1cccc(NC(=O)c2ccccc2NC(=O)c2ccncc2)c1,/,3.3
COc1ccc(C2CCCN2C(=O)Nc2ccc(C)c(C)c2)cc1OC (stereo not given),-0.59,0.3
COC(=O)C(CC(=O)c1ccc(Br)cc1)n1ccnc1 (stereo not given),-3.37,/
Cc1ccc(-c2nnc(SCC(=O)CC(=O)Nc3ccccc3)n2C)cc1,0.09,0.6
C=CCNC(=O)N1CCCC(N2CCN(c3ccccc3OC)CC2)C1 (stereo not given),1.33,-1.5
Cc1ccccc1/C=C/c1cc[n+](C)cc1,0.88,0.0

# Screens as filed in PubChem BioAssay.
